# D2 agonist = activates the human D2 dopamine receptor; P14416; AID 485358; HEK293 T-REx D2 cells, calcium flux agonist mode; actives 0.53% (n = 340,000); activation, % at 2 µM;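 active = activation over 3 SD above normal in the single-dose calcium agonist read, cut at about 30% in these data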; also: 0% is about no effect
#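 Tetracycline-induced HEK293 Trex cells with D2 receptor force-coupled to calcium signaling, plated overnight at 30 C and loaded with no-wash calcium dye. Calcium flux read kinetically for 180 s after compound addition; responses flag agonists.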
# PI4K2A inh = inhibitors of human PI4K2A; Q9BTU6; purified PI4K2A, ADP-Glo luminescence, 1 h; stronger effect = lower value; activity change, negative = inhibition, % at 76.9 µM; actives 0.13% (n = 420,000); AID 1346378; in the data active = activity change below about -50%; inconclusive = mostly about -30% to -49%;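 also: -100% = wells without enzyme as full effect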
#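 In this quantitative HTS, ADP production by PI4K2A was quantified luminescently after 1 h at ambient temperature; 100 microM adenosine served as plate-quality control.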
# USP1-UAF1 inh = USP1/UAF1 (human) deubiquitinase inhibition | O94782 | recombinant USP1/UAF1, Ub-Rhodamine cleavage fluorescence | Potency, µM (series often up to 57.1 µM), inactives show at the highest dose activity change, negative = inhibition, actives largely listed as inhibitors | actives 0.23% (n = 390,000); also: potency is read from the fitted curve at half-maximal effect; % is scaled to controls: 0 for no effect and ±100 for the full control effect; nearly all actives have a fitted effect of over 60% in size; inactives centre near -12
#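 Step one: compound is pinned into 1nM USP1/UAF1 in HEPES pH 7.8 buffer with TCEP. Step two: 15 min room-temperature incubation. Step three: Ub-Rho (150nM final) starts cleavage, tracked by fluorescence over six one-minute reads.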
# rTrxR1 inhibitor = blocks rat thioredoxin reductase 1 | Potency, µM (doses to about 114 µM), for the others: at the highest dose activity change, negative = inhibition, hits mostly inhibitors | actives 1% (n = 390,000) | recombinant rTrxR1, NADPH fluorescence consumption, selenite substrate | O89049 | AID 588453; also: potency is read from the fitted curve at half-maximal effect; % is scaled to controls: 0 for no effect and ±100 for the full control effect; nearly all actives have a fitted effect of over 65% in size
# Target sequence (O89049 whole entry, looked up): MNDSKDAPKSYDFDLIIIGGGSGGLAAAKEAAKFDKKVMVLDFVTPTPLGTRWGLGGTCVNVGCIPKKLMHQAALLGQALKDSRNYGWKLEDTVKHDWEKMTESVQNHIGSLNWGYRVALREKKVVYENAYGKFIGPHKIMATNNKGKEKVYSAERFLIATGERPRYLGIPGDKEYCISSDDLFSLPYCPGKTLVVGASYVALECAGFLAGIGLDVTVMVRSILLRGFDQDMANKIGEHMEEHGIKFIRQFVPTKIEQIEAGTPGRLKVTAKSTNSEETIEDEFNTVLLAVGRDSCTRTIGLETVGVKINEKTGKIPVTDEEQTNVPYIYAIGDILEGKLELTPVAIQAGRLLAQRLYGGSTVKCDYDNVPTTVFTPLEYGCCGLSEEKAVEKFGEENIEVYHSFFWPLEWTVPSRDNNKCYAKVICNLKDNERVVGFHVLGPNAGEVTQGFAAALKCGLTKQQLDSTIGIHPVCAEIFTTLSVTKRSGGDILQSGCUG
#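 Rat TrxR1 (90 nM in the dispensed reagent) was pre-reduced with 400 uM NADPH for 5 min at room temperature, then incubated with compound for 15 min. After 400 uM selenite was added, NADPH fluorescence (Ex 340/Em 450 nm) was followed for 8 min.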
# mIDH1 inhibitor = blocks human mutant IDH1 R132H enzyme. Potency, µM (titrated, usually from 76.6 µM), for the others: top-dose activity change, negative = inhibition, hits mostly inhibitors. actives 0.093% (n = 390,000). AID 602179. IDH1-R132H enzyme, NADPH consumption, diaphorase/resazurin fluorescence. O75874; also: potency is read from the fitted curve at half-maximal effect; % is scaled to controls: 0 for no effect and ±100 for the full control effect; nearly all actives have a fitted effect of over 65% in size
#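 IDH1-R132H (0.5 ug/mL dispensed) in pH 7.5 Tris buffer was preincubated 30 min with compound, then given a substrate mix of 0.016 mM NADPH and 2 mM alpha-KG for 80 min at room temperature; remaining NADPH was read by diaphorase/resazurin fluorescence.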
# D2 antagonist = antagonizes the human D2 dopamine receptor; P14416; HEK293 TREx D2 cells, calcium flux, dopamine EC80; inhibition, % at 10 µM; actives 2% (n = 340,000); AID 485344; in the data active = inhibition above about 30%; also: 0% is about no effect
#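 Measurement of antagonist activity uses fluorescent calcium dye in inducible HEK293 T-REx D2 cells: 10 s baseline, compound addition with 180 s read, EC80 dopamine addition with a further 180 s read.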
# TRHR agonist = TRH receptor (human) agonism; TRHR cells, calcium flux fluo-8, FDSS agonist mode; activation, % at 2 µM; P34981; actives 0.18% (n = 360,000); in the data active = activation above about 30%; also: 0% is about no effect
# Target sequence (P34981 whole entry, looked up): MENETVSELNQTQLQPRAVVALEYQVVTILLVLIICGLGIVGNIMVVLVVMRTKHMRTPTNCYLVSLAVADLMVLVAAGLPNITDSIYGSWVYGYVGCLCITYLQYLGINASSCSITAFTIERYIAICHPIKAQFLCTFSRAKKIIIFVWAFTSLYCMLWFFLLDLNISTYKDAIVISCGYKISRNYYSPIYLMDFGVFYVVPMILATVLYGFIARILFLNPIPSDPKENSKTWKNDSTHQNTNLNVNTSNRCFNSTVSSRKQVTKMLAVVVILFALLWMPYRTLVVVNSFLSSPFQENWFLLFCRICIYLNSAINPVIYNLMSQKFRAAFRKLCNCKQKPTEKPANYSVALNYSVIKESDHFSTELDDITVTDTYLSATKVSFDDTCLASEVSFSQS
#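 Agonist-mode FDSS calcium read (Ex 480/Em 530, 1 s cycles) in 1536-well TRHR cells with fluo-8 dye, after 10-cycle baseline and 23 nL compound addition; TRH at EC20 (10 nM final) added afterwards for the enhancer phase.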
# TrxR1 substrate = substrates of rat thioredoxin reductase 1; Potency, µM (doses to about 114 µM), for the others: at the highest dose activity change, negative = substrate turnover; AID 588456; purified TrxR1 substrate turnover, NADPH consumption readout; actives 0.01% (n = 390,000); also: potency is read from the fitted curve at half-maximal effect; % is scaled to controls: 0 for no effect and ±100 for the full control effect; nearly all actives have a fitted effect of over 50% in size
#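 Rat TrxR1, dispensed at 90 nM, was prereduced with 400 uM NADPH (final) for 5 min at ~22 deg C, then incubated with compound 15 min before 400 uM selenite. A first-read NADPH fluorescence drop versus no-compound background flagged substrates.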
# TRHR PAM = TRH receptor (human) allosteric enhancement; enhancement, % at 2 µM; P34981; actives 0.66% (n = 360,000); TRHR cells, fluo-8 calcium fluorescence, EC20 TRH enhancement; in the data active = enhancement above about 30%; also: 0% is about no effect
#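 Enhancer read-out: after compound pinning and an initial kinetic agonist-mode read, an EC20 of TRH (10 nM final) was injected and fluo-8 calcium signal (Ex 480/Em 530) followed at 1 s/cycle for 100 cycles in TRHR-expressing cells.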
# Active calls of the source: *; ? = inconclusive; . = no result given; & = joins results of further samples; [ ] = remark or other dose. Unless noted, calls follow the shape of the dose curve; as a rule, active = well fitted inhibition curve with a large enough effect; inconclusive = small, poorly fitted or top-dose-only effect; inactive = no such curve, though single readings can be large or run the other way.
SMILES	D2 agonist	PI4K2A inh	USP1-UAF1 inh	rTrxR1 inhibitor	mIDH1 inhibitor	D2 antagonist	TRHR agonist	TrxR1 substrate	TRHR PAM
COCCNc1nc(N)c([N+](=O)[O-])c(NCc2ccccc2)n1	-0.5	5	-14%	-22%	12%	21	-0.4	-7%	2
Cc1ccc(C)c(N(C)C(=O)c2ccc3c(=O)n4c(nc3c2)CCCCC4)c1	-0.7	-1	-14%	33%	2%	-3	-0.4	6%	-3
COc1ccccc1NC(=O)C(C)OC(=O)c1cccc(-n2cnnn2)c1 (stereo unspecified)	.	4	-10%	14%[57.1 µM]	-3%	.	-0.1	7%[57.1 µM]	6
O=C(NCc1ccccc1)C1=C[C@@H](c2ccc3c(c2)OCO3)C[C@@H](OCCCCO)O1	.	1	-9%	1%	-5%	.	.	0%	.
O=C1CC(c2ccco2)CC2=C1C=Nc1ccccc1N2 (stereo unspecified)	.	-14	-9%	?	1%	0	-0.6	-12%	-1
Cc1ccc(/C=N\NC(=O)c2cc(OCC(F)(F)F)ccc2OCC(F)(F)F)cc1	.	2	2%	2%[57.1 µM]	3%	.	.	1%[57.1 µM]	.
O=C(CN1C(=O)NC2(CCCC2)C1=O)Nc1ccc(Cl)cc1F	-0.1	-4	-10%	4%	-6%	-9	0.4	-5%	10
O=C(NCc1ccc(F)cc1)C(c1ccc(F)cc1)N(C(=O)c1csnn1)C1CC1 (stereo unspecified)	0.5	-3	-21%	-13%	-12%	1	-0.1	-9%	-6
O=C(c1ccc(Cl)cc1)N1CCCOC1	1.0	-9	-5%	4%	6%	-12	0.2	-6%	-5
Cc1nc2ccccc2c(=O)n1/N=C/c1ccc(F)cc1	0.0	-3	-4%	-20%	0%	0	-0.7	-9%	3
CC(C)[C@H](NC(=O)[C@@H]1CSC2c3ccccc3C(=O)N21)C(=O)NCC1CCCO1 (stereo partly specified)	1.0	-7	-22%	23%	9%	17	0.2	2%	-4
CC(=O)Nc1c(O)nc(SCc2ccccc2C#N)[nH]c1=O	0.9	-1	-13%	-9%	5%	-1	-0.3	-6%	15

# Rewritten with two lines to a compound: two of the compounds above.
# Each structure is followed by: D2 agonist	PI4K2A inh	USP1-UAF1 inh	rTrxR1 inhibitor	mIDH1 inhibitor	D2 antagonist	TRHR agonist	TrxR1 substrate	TRHR PAM
Cc1ccc(C)c(N(C)C(=O)c2ccc3c(=O)n4c(nc3c2)CCCCC4)c1
 : -0.7	-1	-14%	33%	2%	-3	-0.4	6%	-3
CC(=O)Nc1c(O)nc(SCc2ccccc2C#N)[nH]c1=O
 : 0.9	-1	-13%	-9%	5%	-1	-0.3	-6%	15

# The list continues.
SMILES	D2 agonist	PI4K2A inh	USP1-UAF1 inh	rTrxR1 inhibitor	mIDH1 inhibitor	D2 antagonist	TRHR agonist	TrxR1 substrate	TRHR PAM
CCOc1ccc(/C=N/N(C)c2ccccc2)cc1OC	0.5	-1	?	-3%	4%	-18	-0.7	-4%	4
O=C(Nc1ccc2c(c1)OCO2)C1CCN(S(=O)(=O)Cc2ccccc2)CC1	0.7	6	-2%	-7%	4%	-9	-0.5	-7%	4
CC(=O)NCC(=O)OCC(=O)c1ccc(Cl)cc1	-0.2	-3	-11%	15%	3%	-6	-1.5	-2%	6
Oc1ccccc1C1=Nc2nc3ccccc3n2C(c2ccccc2)C1 (stereo unspecified)	0.2	22	-20%	-76%	2%	3	1.0	8%[57.1 µM]	-3
CC1CCCCN1C(=O)COC(=O)CNC(=O)c1sc2ccccc2c1Cl (stereo unspecified)	0.1	4	-10%	16%	0%	-11	-0.1	0%	1
Cc1ccc(Cn2c(CCNc3nc(-c4ccc(Cl)c([N+](=O)[O-])c4)cs3)nc3cc(Cl)c(Cl)cc32)cc1	.	-1	-30%	-17%	13%	.	.	-3%	.
CCN(Cc1ccncc1)Cc1c(O)ccc2cc(Br)ccc12	.	-6	-24%	7.9µM*	6%	.	-1.3	9%[57.1 µM]	-2
Cc1ccc(S(=O)(=O)N(C)c2ccc(OC(=O)CN3C(=O)NC4(CCCC4)C3=O)cc2)cc1	-0.5	6	-17%	2%[57.1 µM]	1%	-12	-0.3	3%[57.1 µM]	-2
CCCCOc1ccc(C(=O)NNC(=O)C2C3CCC(C3)C2C(=O)O)cc1 (stereo unspecified)	-2.2	0	-15%	16%	-8%	-5	-0.3	0%	0
CC(=O)Nc1ccc(S(=O)(=O)NNC(=O)c2cc3c4ccccc4n(C)c3s2)cc1	0.7	-1	-12%	18%[57.1 µM]	-2%	-1	-0.4	8%[57.1 µM]	6
O=C1C[C@@H](c2ccc(O[C@@H]3O[C@H](CO)[C@@H](O)[C@H](O)[C@H]3O)cc2)Oc2cc(O)ccc21	0.3	-2	-16%	-4%[57.1 µM]	0%	13	-0.5	-7%	13
CCc1ccccc1NC(=O)C(CC)Oc1ccccc1-c1nnc(-c2ccccc2)o1 (stereo unspecified)	-0.7	-2	-15%	10%[57.1 µM]	-17%	.	-0.8	4%[57.1 µM]	5
NC(=S)N/N=C/c1ccc2ccccc2c1	-1.4	1	-16%	-5%	7%	48*	-0.8	-6%	-2
COc1ccc2c(c1)CCC1C2CCC2(C)C(O)C(=O)CC12 (stereo unspecified)	.	-2	-13%	8%[57.1 µM]	7%	.	.	-11%	.
C/C(CC1(O)C(=O)Nc2ccccc21)=N\O (stereo unspecified)	0.4	1	3%	-3%	-1%	-19	0.0	-3%	5
COc1cc(/C=C/C(=O)Nc2cccc(S(=O)(=O)NC3=NCCCCC3)c2)ccc1OCC#N	0.2	-8	-21%	-5%	3%	-1	0.0	-4%	4
O=S(=O)(Cc1ccc(Cl)cc1)N1CCCCCC1	0.2	-1	-2%	6%	10%	8	0.2	1%	-2
O=C1CCC[C@@H]2C[C@@]3(C[C@@H]4CCN1[C@H]24)Nc1cc([N+](=O)[O-])ccc1NC3=NC1CCCCC1	.	3	-27%	8%&6%	0%	.	.	-12%&-8%	.
CC(C)(C)c1nnc(NC(=O)Nc2ccc(Cl)cc2)s1	1.1	0	-3%	28%[57.1 µM]	13%	3	0.3	-6%	-11
Cc1ccc(C(=O)NCC(=O)OCC(=O)Nc2ccccc2C#N)s1	0.7	4	-25%	46%[activator]	-1%	-5	0.6	25%	1
Cc1cc(C(=O)OCC(=O)NC2CCCCC2C)c2ccccc2n1 (stereo unspecified)	.	-2	-22%	-18%	0%	.	.	-8%	.
CC(=O)NC12CC3CC(C1)CC(C(=O)N1CCN(S(=O)(=O)c4ccc([N+](=O)[O-])cc4)CC1)(C3)C2	.	1	-22%	23%	2%	.	.	9%	.
COc1ccc(F)cc1CN1CCN(C(=O)c2ccc(S(=O)(=O)N3CCCCCC3)cc2)CC1	.	3	-19%	21%	-16%	.	.	7%	.
CCC1=C/C(=C/c2sc3ccccc3[n+]2CC)CC(C)(C)C1	0.5	-5	-19%	?	0%	2	0.6	5%[57.1 µM]	-7
O=C1CSc2ccc(C(=O)Nc3cccc(S(=O)(=O)Nc4ccc(Br)cc4)c3)cc2N1	0.7	-2	-20%	8%	7%	-2	0.4	-3%	0
COCCN(CC(=O)NCc1ccccc1)C(=O)CCC(=O)Nc1nccs1	0.3	-6	-25%	7%[57.1 µM]	0%	5	0.1	8%[57.1 µM]	-2
COc1ccc(CC(=O)NCc2nnc(SCC(=O)Nc3nccs3)n2-c2ccccc2)cc1	-0.3	-11	-19%	12%[57.1 µM]	13%	4	-0.1	16%[57.1 µM]	2
OC(CCN1CCCCC1)c1ccc(-c2ccccc2)cc1 (stereo unspecified)	2.1	-5	-24%	22%	8%	21	3.5	13%	3
Cc1ccc(C)c(N2CCN(c3nc4ccccc4c(=O)n3Cc3ccccc3)CC2)c1	-0.7	0	-10%	27%	-10%	-3	0.9	2%	-9
Cc1cccnc1NC(=O)Cn1nc(C)c([N+](=O)[O-])c1C	-0.3	4	-17%	16%[57.1 µM]	9%	-7	0.2	8%[57.1 µM]	4
COc1ccc(CCN2C(=O)CCC2(C)C(=O)NCc2cccnc2)cc1OC (stereo unspecified)	0.2	-5	-5%	18%[57.1 µM]	0%	19	-0.2	9%[57.1 µM]	5
Cc1sc2ncnc(N[C@@H](Cc3ccccc3)C(=O)O)c2c1C	-2.4	-5	-5%	-2%[57.1 µM]	-2%	0	0.0	-3%[57.1 µM]	-3
CCCNC(=S)Nc1ccc(F)cc1F	0.2	2	-1%	-7%[57.1 µM]	-1%	-28	0.8	9%[57.1 µM]	-1
O=C(O)/C=C/C(=O)NC1CCCCCCCCCCC1	2.1	-9	-1%	22%[57.1 µM]	0%	7	0.2	13%	6
O=C(NCCn1cccn1)C1CCC(=O)N(CCc2ccccc2)C1 (stereo unspecified)	1.0	1	-19%	-11%	1%	2	0.3	1%	-2
CCOC(=O)CCN(Cc1cccs1)S(=O)(=O)c1ccc(F)cc1	2.7	-1	-14%	18%	5%	-1	-1.4	3%	-6
COc1cc(NC(=O)NCCn2nnc3cc(S(=O)(=O)N(C)C)ccc32)cc(OC)c1OC	-0.4	2	-22%	9%[57.1 µM]	-3%	.	0.3	2%[57.1 µM]	-1
O=C(OCc1ccccc1F)c1cc2ccccc2cc1O	0.1	7	-19%	24%	-7%	1	0.1	0%	-3
CC(C)C(=O)NNC(=O)c1c(O)c2ccccc2[nH]c1=O	0.0	2	-13%	13%	-9%	3	-0.3	-4%	-4
COc1cc(OC)cc(C(=O)NCC(=O)OCc2nc3ccccc3s2)c1	-0.4	-5	-4%	-2%[57.1 µM]	16%	-8	-1.8	10%[57.1 µM]	-1
c1ccc(-c2nn3c(Cn4nnc5ccccc54)nnc3s2)nc1	0.1	-7	-8%	13%	2%	8	0.2	-2%[57.1 µM]	-3
O=C(CSc1nc2c(c(=O)n1-c1ccc(F)cc1)SCC2)N1CCCC1	0.1	-3	5%	-25%[57.1 µM]	-3%	-8	0.0	-3%[57.1 µM]	9

# High-throughput results: PubChem, National Center for Advancing Translational Sciences (NCATS)
